CASP6 VEID inh: inhibitors of human caspase-6. hit rate 0.53% among 350,000. purified caspase-6, Z-VEID-R110 cleavage fluorescence. AID 686996. inhibition, % at 12.5 µM;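 active means mean inhibition across replicates at least about 35%, with every replicate also reaching that limit, limit read from the data; inconclusive means only one of the two criteria met; inactive means neither criterion met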;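 further: 0% = median of neutral control wells and 100% = no fluorescence left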
Target sequence (P55212 24-179 limits assumed): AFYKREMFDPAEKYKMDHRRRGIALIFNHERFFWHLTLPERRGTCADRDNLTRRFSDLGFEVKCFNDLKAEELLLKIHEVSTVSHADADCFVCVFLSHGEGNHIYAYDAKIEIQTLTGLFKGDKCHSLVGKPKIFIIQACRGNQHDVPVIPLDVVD
Target sequence (P55212 194-293 limits assumed): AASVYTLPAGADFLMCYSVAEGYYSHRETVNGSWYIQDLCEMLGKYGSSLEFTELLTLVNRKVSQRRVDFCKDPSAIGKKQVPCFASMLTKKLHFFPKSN
EWS-Fli block: blocks EWS/Fli oncoprotein-driven transcription; A673 NR0B1-luciferase reporter, viability-normalised; hit rate 0.67% among 350,000; inhibition, % at 12.6 µM;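 active means mean inhibition of at least 50% after viability correction, with every replicate also passing that limit; inconclusive means mean reaches 50% but only one of two replicates passes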;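 further: firefly luciferase signal divided by Alamar Blue viability fluorescence both relative to DMSO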
LGR2 antag: inhibitors of bursicon-induced Drosophila LGR2 receptor cAMP signaling. hit rate 0.35% among 380,000. AID 720647. inhibition, % at 9.99 µM. HEK293 LGR2, CRE-luciferase, bursicon-stimulated, 4 h;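 active means drop in luminescence signal, shown as inhibition above about 50% in the replicate tests, limit read from the data, passing the limit was not always enough; inconclusive means probably only some replicates passing the limit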;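 further: agonist challenge used bursicon conditioned medium at about half maximal strength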
PAX8 reporter: PAX8 transcriptional activity inhibition. RMG-I TPO-luciferase reporter, SteadyGlo, 24 h. inhibition, % at 12.6 µM. hit rate 1.2% among 360,000. AID 652154;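 active means mean replicate inhibition at least 60% with every replicate also reaching 60%; inconclusive means only one of the two criteria is met; inactive means mean below 60% and not all replicates reaching 60%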;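 further: luciferase light reporting Pax8 driven TPO promoter activity; plate controls were median of neutral control wells for no effect and mitoxantrone controls for full effect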
SIRT5 inh: inhibitors of human sirtuin-5 desuccinylase. Q9NXA8. inhibition, % at 15 µM. Purified SirT5, succinyl-peptide AMC, trypsin-coupled fluorescence. hit rate 1.1% among 330,000; in the data active means inhibition above about 15%; inconclusive means no clear call, values can overlap the other calls
Target sequence (Q9NXA8 whole entry, looked up): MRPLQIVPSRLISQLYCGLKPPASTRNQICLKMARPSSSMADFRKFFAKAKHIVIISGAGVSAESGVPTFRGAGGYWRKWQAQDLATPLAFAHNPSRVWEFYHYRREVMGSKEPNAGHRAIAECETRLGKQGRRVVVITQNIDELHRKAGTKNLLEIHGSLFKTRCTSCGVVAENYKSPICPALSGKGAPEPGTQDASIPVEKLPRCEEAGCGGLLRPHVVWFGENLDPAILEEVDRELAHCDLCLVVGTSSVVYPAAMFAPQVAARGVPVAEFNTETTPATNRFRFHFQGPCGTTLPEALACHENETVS
DENV2 CPE: DENV2-induced cell death inhibition | DENV2-infected cells, cytopathic effect rescue, plate reader | hit rate 1.7% among 350,000 | CPE inhibition, % at 9.99 µM; in the data active means CPE inhibition above about 20%, passing the limit was not always enough; inconclusive means no clear call, values can overlap the other calls; tested in BHK-21 cells;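 further: 0% = median of neutral control wells and 100% = median of positive control wells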
ARNT TACC3 PPI: disrupts binding between human ARNT and TACC3. Q9Y6A5. AlphaScreen His-ARNT PAS-B/GST-TACC3 binding, luminescence; TACC3 fragment carries E629A point mutation. inhibition, % at 9.99 µM. hit rate 0.66% among 390,000;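 active means mean inhibition of replicates at least 50% and at least half of replicates each reaching 50%; inconclusive means half or more replicates reach 50% but mean below 50%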;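 further: 0% = complete ARNT plus TACC3 wells and 100% = ARNT alone without TACC3; many hits fall short of the cut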
The depositor's hits bear a star; ? = inconclusive; / = not tested or not shown; & = joins results of further samples.

SMILES	CASP6 VEID inh	EWS-Fli block	LGR2 antag	PAX8 reporter	SIRT5 inh	DENV2 CPE	ARNT TACC3 PPI
CN(CC(=O)Nc1ccccc1C(F)(F)F)Cc1c(O)ccc2ccccc12	0.8	20.9	-1.5	8.9	-13.8	2.8	-0.3
CC1(C)Cc2cccc(OCC(=O)Nc3ccccc3C(F)(F)F)c2O1	-0.6	-0.8	-24.9	11.3	-2.9	-0.3	-23.6
CCOC(=O)c1csc(-c2sccc2Br)n1	3.9	3.6	-37.5	-128.0	-1.8	-6.7	-5.4
COc1ccc(N(C)S(=O)(=O)c2cccc(C(=O)Nc3nc(C)c(C(C)=O)s3)c2)cc1	0.2	-2.1	-34.8	-14.5	-2.3	6.0	5.9
Cc1ncc(CN2CCN(CCc3ccccc3)C(CCO)C2)s1 (stereo unspecified)	-4.8	3.5	-0.6	16.7	-2.8	1.7	-4.8
COc1ccc(-c2csc(NNC3=NCCCCC3)n2)cc1	2.9	-56.7	-43.8	-46.4	1.6	4.0	/
C[C@H]1CN([C@@H](C)CO)C(=O)c2cccc(NC(=O)C3CC3)c2O[C@@H]1CN(C)CC1CCCCC1	3.1	1.2	6.7	/	0.8	-1.7	6.3
CC(C)(C)c1ccc(NC(=O)c2ccc3c(c2)S(=O)(=O)c2ccccc2C3=O)cc1	3.5	-5.8	-4.1	-14.4	-4.2	-11.9	/
Cc1c(-c2ccccc2)nnn1-c1ccc(F)c(Cl)c1	1.4	-78.1	-28.8	-92.8	/	-5.2	/
COc1ccc(S(=O)(=O)Nc2ccc3c(c2)C(=O)N([C@H](C)CO)C[C@@H](C)[C@H](CN(C)Cc2ccc(C(=O)Nc4ccccc4N)cc2)O3)cc1	-3.6	28.0	-6.0	/	/	-2.2	-1.7
COc1cc2c(cc1OC)C(C)N(C(=O)Nc1cc(C)cc(C)c1)CC2 (stereo unspecified)	-1.6	44.7	6.0	7.8	-1.4	-4.0	30.7
O=C(/C=C/c1cccnc1)c1ccc([N+](=O)[O-])cc1	0.5	/	20.4	1.8	0.0	-0.5	6.3
CC(=O)c1cccc(NC(=O)CCCNC(=O)c2ccc(Cl)cc2)c1	2.8	-4.1	-16.3	20.9	-5.0	1.1	-1.6
COc1ccc(-c2ccc3oc(-c4ccc(OC)cc4)c(-c4cc(OC)c(OC)c(OC)c4)c3c2)cc1	-2.3	-13.3	4.5	7.1	/	-3.7	18.1
CSc1n[nH]c2nc3c(c(=O)n12)C1(CCCC1)Cc1ccccc1-3	0.0	-15.4	7.3	17.3	3.4	-4.1	-1.4
CC(=O)c1c(CSc2ccccc2)oc2ccc(O)c(CN(C)C)c12	-4.9	-2.7	-8.9	-37.3	-1.1	-3.8	-1.5
Cc1cccc(NC(=O)CCC(=O)N/N=C/c2ccc(O)cc2O)c1	-5.3	15.8	-6.3	5.1	-5.8	-0.2	60.2*
O=C(CN1CCC(NC(=O)C2CC2)CC1)Nc1ccccc1[N+](=O)[O-]	-2.7	7.1	7.8	17.8	-4.5	-1.7	20.6
O=C(CC(=O)Nc1cccc(Cl)c1)N/N=C\c1ccccc1	-0.8	4.8	/	25.7	/	-16.5	-0.2
Cc1ccc2c(c1)COc1c3ccc(C(=O)O)cc3nn1-2	16.4	4.9	?	64.5*	/	2.9	-9.7
CCCNC(=O)c1ccc2c(c1)nc(C)n2-c1cccc(C)c1	-1.6	-14.8	-9.5	-2.9	0.7	-4.2	-5.8
Cc1nnc(SCC(=O)NC(C)(C)C)n1NCc1c(F)cccc1Cl	-1.7	-2.0	-7.4	-10.6	1.9	-1.2	-1.5
CC(C)(C)[S@](=O)N1Cc2cc(C(=O)NCCc3ccncc3)nc(-c3cccc(-c4ccc(C#N)cc4)c3)c2[C@@H]1CCO	-3.6	11.0	-8.5	8.0	5.1	-3.5	-3.1
O=C(Nc1cccc(Cl)c1)N[C@@H]1CC[C@@H](CCNC(=O)C2CCOCC2)O[C@@H]1CO	-3.3	-0.1	17.1	-6.6	-2.2	12.5	-11.2

Only EWS-Fli block and DENV2 CPE, for 4 of the compounds above:
canonical_smiles	EWS-Fli block	DENV2 CPE
O=C(Nc1cccc(Cl)c1)N[C@@H]1CC[C@@H](CCNC(=O)C2CCOCC2)O[C@@H]1CO	-0.1	12.5
COc1ccc(-c2ccc3oc(-c4ccc(OC)cc4)c(-c4cc(OC)c(OC)c(OC)c4)c3c2)cc1	-13.3	-3.7
CC(=O)c1cccc(NC(=O)CCCNC(=O)c2ccc(Cl)cc2)c1	-4.1	1.1
O=C(CN1CCC(NC(=O)C2CC2)CC1)Nc1ccccc1[N+](=O)[O-]	7.1	-1.7

The list continues:
SMILES	CASP6 VEID inh	EWS-Fli block	LGR2 antag	PAX8 reporter	SIRT5 inh	DENV2 CPE	ARNT TACC3 PPI
CS(=O)(=O)N1CC(=O)N2[C@H](C1)[C@H](c1ccc(Br)cc1)[C@@H]2CO	1.6	-0.3	-14.1	-17.8	1.5	-0.8	/
Cc1n[nH]c(=S)n1/N=C/c1c(O)ccc2ccccc12	1.8	18.0	10.9	6.3	-1.2	0.5	-0.4
CC(C)NC(=O)N(C)C[C@H]1Oc2ccc(NC(=O)CCCN(C)C)cc2C(=O)N([C@H](C)CO)C[C@H]1C	3.4	5.9	7.9	-5.5	-1.3	2.5	29.4
COCC(=O)Nc1ccc2c(c1)[C@@H]1C[C@@H](CC(=O)NCc3cccc(F)c3)O[C@H](CO)[C@@H]1O2	1.7	3.8	5.4	-6.0	3.1	2.4	-6.9
Cc1cccc(OCCCCN2CCNCC2)c1	-1.6	5.1	-1.0	2.1	-2.6	13.2	7.3
O=C(Nc1oc2ccc(Cl)cc2c(=O)c1-c1ccc(F)cc1)c1ccco1	1.2	/	-12.1	13.3	5.6	9.1	-0.2
COc1ccc(-c2nnc(SCc3ccc(C(=O)O)cc3)n2C)cc1OC	2.5	3.0	11.3	-2.2	5.4	10.1	-1.4
Cc1noc(C)c1S(=O)(=O)Nc1ccc2c(c1)C(=O)N([C@H](C)CO)C[C@H](C)[C@H](CN(C)S(=O)(=O)c1ccc(Cl)cc1)OCCCC[C@@H](C)O2	-3.5&-0.9	3.2&17.0	0.0	5.0&33.8	2.3&-2.9	-1.4&-1.3	2.5
Cc1ccc(NC(=O)COC(=O)c2ccco2)cc1S(=O)(=O)N1CCOCC1	5.8	14.0	15.1	4.7	-0.4	3.8	-0.1
CCN(CC)Cc1c(O)c(Cl)cc2c(C)cc(=O)oc12	23.5	-6.3	-7.2	5.0	/	1.0	1.7
COc1ccc(CNCc2ccc3c(c2)OCO3)cc1Br	-2.8	-11.7	-2.9	-24.1	-3.0	5.4	21.4
COc1ccc(C(=O)NCC(=O)NCC(=O)OCC(=O)c2cccs2)cc1	/	/	4.8	12.4	/	/	-0.8
O=C(C[C@@H]1CC[C@@H]2[C@H](COC[C@H](O)CN2C(=O)Nc2ccccc2)O1)NCc1ccncn1	-0.5	-15.6	-14.5	-8.6	-3.5	2.3	-1.5
CCCCNC(=O)c1ccc(CS(=O)(=O)Cc2ccccc2F)o1	1.3	1.4	-6.7	20.3	2.4	5.0	-5.4
O=C(NCc1cccs1)[C@@H]1CCCN1S(=O)(=O)c1ccccc1F	0.2	-6.6	8.4	5.2	/	-1.3	-2.0
O=C1Nc2ccccc2C1Cc1ccccn1 (stereo unspecified)	-0.8	8.4	12.6	8.9	/	-2.5	-2.5
Cc1ccc(N(C)C(=O)C2CCCN2S(=O)(=O)c2ccc3c(c2)n(C)c(=O)c(=O)n3C)cc1 (stereo unspecified)	3.3	1.5	-3.5	13.0	0.7	3.6	-3.2
O=C(NC(=S)N(CCO)Cc1ccccc1)c1ccc(S(=O)(=O)N2CCCC2)cc1	0.3	-1.2	-6.8	-4.8	-6.3	1.6	-0.5
COc1ccc(C)cc1NC(=O)C1CCC(CNc2c(N3CCOCC3)c(=O)c2=O)CC1 (stereo unspecified)	-1.3	4.5	-25.5	20.5	-0.1	0.5	-0.8
CC(C)(C)NC(=O)COC(=O)c1ccc(Cl)nc1	1.8	-2.8	11.3	1.4	-6.5	9.8	-4.8
C/C=C/c1ccc([C@H]2[C@@H](CN(C)C(=O)CC)N(C(=O)NC(C)C)[C@H]2CO)cc1	-0.1	-1.5	-0.2	-0.8	1.8	27.2*	-6.1
CO[C@@H]1CN(C)C(=O)c2ccc(NC(=O)C3CCOCC3)cc2OC[C@H](C)N(C)C[C@H]1C	/	-2.4	10.9	5.3	/	/	-15.4
CCCNC(=O)N1[C@@H](CO)[C@@H](c2ccccc2)C12CN(C(=O)c1cccnc1)C2	2.9	2.7	-14.8	-14.8	-2.5	7.6	/
Cc1cccc(N=Nc2c(N)n[nH]c2N)c1	-2.6	-29.6	-65.3	3.3	-2.2	-4.2	0.3

Not a retest: entries from further up.
SMILES	CASP6 VEID inh	EWS-Fli block	LGR2 antag	PAX8 reporter	SIRT5 inh	DENV2 CPE	ARNT TACC3 PPI
O=C(C[C@@H]1CC[C@@H]2[C@H](COC[C@H](O)CN2C(=O)Nc2ccccc2)O1)NCc1ccncn1	-0.5	-15.6	-14.5	-8.6	-3.5	2.3	-1.5
CCCCNC(=O)c1ccc(CS(=O)(=O)Cc2ccccc2F)o1	1.3	1.4	-6.7	20.3	2.4	5.0	-5.4
O=C(NCc1cccs1)[C@@H]1CCCN1S(=O)(=O)c1ccccc1F	0.2	-6.6	8.4	5.2	/	-1.3	-2.0
O=C1Nc2ccccc2C1Cc1ccccn1 (stereo unspecified)	-0.8	8.4	12.6	8.9	/	-2.5	-2.5
Cc1ccc(N(C)C(=O)C2CCCN2S(=O)(=O)c2ccc3c(c2)n(C)c(=O)c(=O)n3C)cc1 (stereo unspecified)	3.3	1.5	-3.5	13.0	0.7	3.6	-3.2

The list continues.
SMILES	CASP6 VEID inh	EWS-Fli block	LGR2 antag	PAX8 reporter	SIRT5 inh	DENV2 CPE	ARNT TACC3 PPI
C[C@@H]1CN([C@@H](C)CO)C(=O)c2cccc(NS(=O)(=O)c3cccs3)c2O[C@@H]1CN(C)S(=O)(=O)c1ccc(Cl)cc1	1.8	13.9	-23.9	3.4	1.4	-6.9	/
O=S(=O)(c1ccc(F)cc1)N1CCn2c(nc3ccccc32)C1	-3.0	-0.9	11.2	-8.8	-1.5	1.5	-1.9
CCN(CC(=O)NCc1cccs1)C(=O)c1ccc(N(C)S(=O)(=O)c2ccc(C)cc2)cc1	-1.5	-1.9	10.0	-0.2	-3.6	-6.6	-0.2
Cc1nn(C(C)C(=O)NCCc2ccccc2)c(=O)c2cc3occc3n12 (stereo unspecified)	0.1	4.8	-3.0	-3.8	1.8	-1.0	-0.2
COc1ccc(CN(C)C[C@H]2Oc3c(NC(=O)C4CCOCC4)cccc3C(=O)N([C@H](C)CO)C[C@@H]2C)cc1	2.3	-8.7	0.4	-1.5	-15.8	-3.2	-3.2
CN(C)CC#Cc1ccc([C@@H]2[C@@H](CO)N3CCCCN(C(=O)Nc4cc(F)ccc4F)C[C@H]23)cc1	-1.2	-11.6	1.4	-18.2	-2.5	7.4	-1.3
O=C([C@@H]1[C@@H](CO)[C@@H]2Cn3c(cccc3=O)[C@@H]2N1Cc1ccccc1Cl)N1CCOCC1	0.4	-4.4	-2.5	-8.9	-1.4	12.0	-0.8
O=C1C2C3C=CC(C2C(=O)N1c1ccccc1O)C1C2C(=O)N(c4ccccc4O)C(=O)C2C31 (stereo unspecified)	5.0	0.6	-2.4	23.8	-2.2	8.6	-5.3
O=C(NC1CCOc2ccccc21)C1CCCC1 (stereo unspecified)	-2.1	8.5	20.5	0.0	-1.4	-1.0	-5.7
C=CCC(=O)N1CCCC(C(=O)c2ccc(Cl)cc2)C1 (stereo unspecified)	-1.5	7.9	4.7	-24.8	-2.2	-2.4	-6.6
CC1(C(=O)NS(=O)(=O)c2ccccc2Cl)CCN1C(=O)CCc1cccs1 (stereo unspecified)	-1.7	-4.3	3.8	-6.1	/	-9.2	/
CC(=O)N1CCC(C(=O)N2c3ccccc3N=C(c3ccc(C(F)(F)F)cc3)C2C(=O)NC2CCCC2)CC1 (stereo unspecified)	2.0	-2.0	-5.0	-15.3	-0.4	19.1	/
C[C@@H]1CCCCO[C@H](CN(C)S(=O)(=O)c2ccc(F)cc2)[C@@H](C)CN([C@@H](C)CO)C(=O)c2cc(NC(=O)CCCN(C)C)ccc2O1	0.8	-5.4	8.0	4.8	-0.9	-11.3	-7.3

Rows are unselected; any-hit rate near 4.9%.
